Y pestis TopoI: Y. pestis Topo-I inhibition via cleavage products | Y. pestis Topo-I cleavage product accumulation, plate reader | activity, % at 10 µM | 360,000 compounds, 0.064% hits | AID 504884; in the data active = activity above about 50%, passing the limit was not always enough; inconclusive = no clear call, values can overlap the other calls; note: inactives centre near 2
FBA Mtb inh: Mtb fructose-bisphosphate aldolase inhibition; AID 588726; 360,000 compounds, 2.3% hits; inhibition, % at 1 µM; purified M. tuberculosis FBA, fluorescence read-out; in the data active = inhibition above about 27%;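 note: 0% = vehicle and 100% = reference inhibitor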
Target sequence (P9WQA3 whole entry, looked up): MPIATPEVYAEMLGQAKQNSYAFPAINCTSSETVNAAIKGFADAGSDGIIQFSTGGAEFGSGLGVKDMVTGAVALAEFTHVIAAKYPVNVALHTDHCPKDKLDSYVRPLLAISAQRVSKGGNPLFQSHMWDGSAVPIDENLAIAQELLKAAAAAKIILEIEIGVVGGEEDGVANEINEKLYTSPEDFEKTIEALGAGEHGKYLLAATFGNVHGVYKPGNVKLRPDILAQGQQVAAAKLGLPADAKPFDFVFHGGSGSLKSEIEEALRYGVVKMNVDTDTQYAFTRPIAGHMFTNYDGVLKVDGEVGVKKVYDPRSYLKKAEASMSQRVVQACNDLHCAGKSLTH
FadD28 binding: inhibitors of Mycobacterium tuberculosis FadD28 bisubstrate binding. FadD28 bisubstrate probe binding, fluorescence polarization. inhibition, % at 12.5 µM. 360,000 compounds, 0.22% hits; in the data active = inhibition above about 8.5%, passing the limit was not always enough; inconclusive = no clear call, values can overlap the other calls
TcdB GH inh: blocks C. difficile toxin B glycohydrolase activity; TcdB glycohydrolase enzymatic assay, plate reader; inhibition, % at 9.99 µM; 350,000 compounds, 0.24% hits; AID 652162; in the data active = inhibition above about 10%
GDH-TPI inh: inhibits GDH-TPI coupling enzymes, artifact for Mtb FBA screen | AID 588335 | inhibition, % at 4.8 µM | GDH-TPI coupled enzyme counterscreen, NADH absorbance | 360,000 compounds, 1.2% hits; in the data active = inhibition above about 30%;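 note: 0% = DMSO wells and 100% = wells lacking the enzyme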
Mtb BioA inh: BioA (M. tuberculosis) enzyme inhibition; purified M. tuberculosis BioA enzyme, plate reader; inhibition, % at 9.99 µM; 360,000 compounds, 0.096% hits; AID 602481; in the data active = inhibition above about 40%; inconclusive = no clear call, values can overlap the other calls
PfHsp40 yeast: compounds rescuing yeast from Plasmodium falciparum HSP40 toxicity; S. cerevisiae expressing PfHsp40, growth rescue, ATP luminescence; growth rescue, % at 12.5 µM; 340,000 compounds, 0.68% hits; AID 504582; in the data active = growth rescue above about 28%, passing the limit was not always enough; inconclusive = no clear call, values can overlap the other calls;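 note: yeast W303a lacking pdr1 and pdr3 grown in galactose medium; growth measured after three days at 30 °C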
UGM FP inh: inhibitors of M. tuberculosis UDP-galactopyranose mutase | inhibition, % at 10 µM | AID 504406 | 320,000 compounds, 0.06% hits | purified UGM, fluorescence polarization probe displacement; in the data active = inhibition above about 10%, passing the limit was not always enough; inconclusive = no clear call, values can overlap the other calls
Target sequence (P9WIQ1 whole entry, looked up): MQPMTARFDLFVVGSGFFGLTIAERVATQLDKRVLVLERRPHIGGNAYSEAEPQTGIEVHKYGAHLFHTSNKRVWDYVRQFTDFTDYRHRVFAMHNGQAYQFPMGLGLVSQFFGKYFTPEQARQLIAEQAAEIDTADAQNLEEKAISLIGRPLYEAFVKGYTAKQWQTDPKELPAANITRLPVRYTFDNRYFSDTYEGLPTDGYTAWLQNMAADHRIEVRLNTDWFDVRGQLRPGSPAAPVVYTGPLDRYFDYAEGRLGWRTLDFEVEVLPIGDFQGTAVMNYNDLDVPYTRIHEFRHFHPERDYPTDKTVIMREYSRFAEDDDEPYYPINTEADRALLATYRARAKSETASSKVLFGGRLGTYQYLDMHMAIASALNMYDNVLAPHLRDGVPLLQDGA
BH1578 lux ind: induces V. cholerae light production without autoinducers; 350,000 compounds, 0.16% hits; V. cholerae BH1578 lux reporter, luminescence, 6 h; activation, % at 18.7 µM; in the data active = activation mostly above about 9.7%, no sharp cut-off; inconclusive = no clear call, values can overlap the other calls; inactive = mostly below about 3.7%; note: not every result past the cut was called active; inactives centre near 0; reference of the scale not given here
Active calls of the source: *; i = inactive; ? = inconclusive; · = not tested or not shown.

SMILES	Y pestis TopoI	FBA Mtb inh	FadD28 binding	TcdB GH inh	GDH-TPI inh	Mtb BioA inh	PfHsp40 yeast	UGM FP inh	BH1578 lux ind
N#Cc1ccc(C(=O)OCC(=O)NC(=O)NCc2ccccc2)cc1	4	-1	-5.5	1.0	-3	-0.6	0.4	·	i
COc1ccc(C(O)Cn2c(=N)n(CCCN(C)C)c3ccccc32)cc1 (stereo unspecified)	5	3	2.3	·	8	4.0	-0.7	-1.0	0.4
CCOc1cccc(-c2c(C(=O)N/N=C/c3c(F)cccc3Cl)nnn2-c2nonc2N)c1	3	-1	-6.1	-0.3	-2	-1.3	1.6	-1.3	i
C=CCn1c(SC(CCO)C(=O)NCc2ccco2)nc2sc3c(c2c1=O)CCC3 (stereo unspecified)	1	0	-2.7	·	15	-1.0	0.8	-3.5	i
COc1ccccc1OCCCCNCCO	8	2	-1.8	-0.1	6	0.1	-0.5	-2.4	-0.3
O=[N+]([O-])c1ccc(S(=O)(=O)NN=C2CCCCC2)cc1	11	1	-0.4	-1.9	7	-0.3	-1.4	·	i
O=C(CCC1CCCN(C(=O)c2ccccc2Cl)C1)N1CCN(c2ccccn2)CC1 (stereo unspecified)	9	8	0.3	1.0	2	-0.9	0.6	-2.8	-0.7
O=C(O)c1ccc(C(=O)c2ccc3c(c2)C(=O)N(Cc2ccco2)C3=O)cc1	-10	-13	0.1	·	-5	0.7	0.8	1.3	6.2
Cc1ccc(-n2nc3c(=O)n(CC(=O)NCCc4ccc(Cl)cc4)nc(C)c3c2C)cc1	7	1	1.5	1.6	10	-0.8	-1.5	-1.8	0.5
CCc1nc2c(OCCn3cccc3)cccn2c1N(C)C(=O)c1cccs1	3	-1	-5.2	1.4	-2	-1.4	·	·	-0.8
COCCNC(=S)NN=C1CCC(c2ccccc2)CC1 (stereo unspecified)	-4	-2	-0.4	0.3	4	0.3	-1.5	-0.7	2.3
Cc1ccc(NC(=O)CN2C(=O)NC(C)(c3ccc(Cl)cc3)C2=O)c(Br)c1 (stereo unspecified)	-1	0	-1.2	0.8	2	0.4	1.0	-1.6	-0.4

Shown field by field: entries from further up.
> CCc1nc2c(OCCn3cccc3)cccn2c1N(C)C(=O)c1cccs1
- Y pestis TopoI: 3
- FBA Mtb inh: -1
- FadD28 binding: -5.2
- TcdB GH inh: 1.4
- GDH-TPI inh: -2
- Mtb BioA inh: -1.4
- PfHsp40 yeast: ·
- UGM FP inh: ·
- BH1578 lux ind: -0.8
> COCCNC(=S)NN=C1CCC(c2ccccc2)CC1 (stereo unspecified)
- Y pestis TopoI: -4
- FBA Mtb inh: -2
- FadD28 binding: -0.4
- TcdB GH inh: 0.3
- GDH-TPI inh: 4
- Mtb BioA inh: 0.3
- PfHsp40 yeast: -1.5
- UGM FP inh: -0.7
- BH1578 lux ind: 2.3

(next part)
SMILES	Y pestis TopoI	FBA Mtb inh	FadD28 binding	TcdB GH inh	GDH-TPI inh	Mtb BioA inh	PfHsp40 yeast	UGM FP inh	BH1578 lux ind
Cc1c(C(=O)Nc2ccc(S(=O)(=O)Nc3ncccn3)cc2)oc2ccccc12	5	-2	-2.8	1.9	12	-0.6	-1.6	0.2	i
Cc1ccc2c(c1)c1c3n2CCN(CC(N)=O)C3CCC1 (stereo unspecified)	-2	7	0.4	1.2	11	0.5	-1.5	1.5	i
CCCc1c(C(=O)Nc2ccc(F)cc2F)cnn1-c1ccccc1	-4	1	-0.7	2.9	7	·	-0.2	-3.9	i
CN(CC(=O)Nc1c(Cl)cccc1Cl)C(=O)CC1Sc2ccccc2NC1=O (stereo unspecified)	-4	2	-4.8	-0.4	-11	·	·	-2.6	0.7
CCC1CCCCN1CCCNC(=O)CS(=O)Cc1nc(-c2ccc(OC)c(OC)c2)oc1C (stereo unspecified)	8	6	-2.3	1.4	9	2.7	-0.4	-4.1	i
Cc1ccc(N(C(=O)c2csnn2)C(C(=O)NC(C)(C)C)c2ccccn2)cc1 (stereo unspecified)	1	-1	0.1	-0.5	1	·	0.8	-0.2	i
CCN(CC)S(=O)(=O)c1ccc(C(=O)NCCc2cc3c(OC)ccc(OC)c3[nH]c2=O)cc1	37	1	-0.7	·	9	·	11	-0.7	i
CCC1(c2ccccc2)NC(=O)N(CC(=O)Nc2cc(Cl)ccc2N2CCN(C)CC2)C1=O (stereo unspecified)	-21	0	-1.6	0.0	4	0.8	3.0	-2.1	i
CCOC(=O)N1CCN(Cc2nc(N)nc(Nc3ccc(Cl)cc3)n2)CC1	0	1	-1.0	1.2	3	·	-0.9	0.5	i
CC(/C=N/NC(=O)c1nnn(-c2nonc2N)c1C(C)C)=C\c1ccco1	0	5	-0.5	0.2	37*	0.5	-1.5	-0.2	i
CCSc1nnc(NC(=O)c2ccc3c(c2)OCO3)s1	10	0	-0.6	·	23	-0.7	0.0	2.1	-3.7
Cc1cccc(Nc2nc(NCc3ccco3)nc(N3CCOCC3)n2)c1	2	0	-2.6	·	-4	-0.8	-4.4	1.8	i
Cc1ccc(C)c(NC(=O)COC(=O)c2ccc(S(=O)(=O)N3CCCCC3)cc2)c1	0	-1	-2.2	-1.6	-7	-1.6	-1.3	2.8	i
Cn1c(SCC(=O)C(C)(C)C)nnc1-c1ccccn1	9	0	0.2	·	1	-0.9	1.9	0.0	·
O=C(CNC(=O)c1ccc(Cl)cc1Cl)OCC(=O)N1CCCC1	3	2	-1.5	1.1	-2	-1.0	0.8	0.4	2.0
CC(C)(C)OC(=O)N1CCCC(C(=O)Nc2cccc(C(=O)NCCc3ccccc3)c2)C1 (stereo unspecified)	0	0	-1.7	0.6	6	0.1	0.1	·	i
CSc1nc2ccc(Nc3nc(N4CCOCC4)nc(N4CCOCC4)n3)cc2s1	-8	-2	-3.9	·	5	-0.5	-1.4	1.0	2.4
Cc1ccc(S(=O)(=O)N(C)C)cc1NC(=O)COC(=O)CCCOc1ccccc1	20	1	-24	0.1	2	-1.4	1.3	-1.3	·
COc1ccc(NC(=O)C2CCN(S(=O)(=O)c3ccc(C)cc3)CC2)cc1OC	-1	-1	-2.1	·	1	-0.5	0.0	4.1	i
O=C(O)c1cc(-c2ccc(N3CCOCC3)cc2)nn1-c1ccc(F)cc1F	2	4	-0.2	1.5	8	·	40*	2.4	i
O=C(CSc1nc2ccccc2o1)NCc1ccc2c(c1)OCO2	1	0	-0.8	0.9	8	-0.5	2.1	-0.8	-0.6
Cc1ccc(CC2C(=O)N(c3nc(C)cc(C)n3)C(=O)C2C)cc1 (stereo unspecified)	1	-2	-1.9	1.8	-5	1.2	0.4	-2.2	-0.2
O=C(/C=N/O)Nc1ccc2sc3ccccc3c2c1	-9	0	-13	0.1	-8	-1.6	5.7	4.6	i
CC(C)(CNC(=O)c1cccc(NS(=O)(=O)c2ccc(Br)cc2)c1)N1CCOCC1	4	-1	-3.7	0.6	-2	2.3	1.5	0.8	-5.3
CCCC(=O)N1CCC1(C)C(=O)NS(=O)(=O)c1ccc(OC)cc1 (stereo unspecified)	9	7	0.9	1.1	-1	0.1	·	·	i
CC1CCc2c(sc3nn[nH]c(=O)c23)C1 (stereo unspecified)	7	-1	-2.3	1.0	17	-1.5	1.5	0.3	-1.8
COc1ccc(C(=O)N(C(C)C)C(C)C)c(OC)c1	-4	5	0.2	·	2	-3.2	-0.6	0.6	-1.0
CC(C)(C)c1cc(CCC(=O)NCc2cccnc2)cc(C(C)(C)C)c1O	12	4	0.8	0.0	-4	1.6	0.3	2.2	0.5
COc1cccc(NS(=O)(=O)NC(=O)c2cn(C)c3ccccc23)c1	-10	0	-3.4	1.4	-9	-1.0	-0.1	-1.7	-0.1
COc1ccc(S(=O)(=O)N(C)C)cc1NC(=O)CCCSc1ccccc1	22	0	-2.7	-0.2	-5	·	1.9	1.9	-0.5
COc1ccccc1CNCc1cc(OC)c(OC)cc1OC	-8	0	-3.3	-1.1	2	0.4	-0.6	3.6	-0.3
Cn1c(=O)[nH]c(=O)c2c1nc(N1CCCCC1)n2C/C=N/Nc1ccc(C(=O)O)cc1	-5	2	-0.9	-2.7	12	-3.6	-0.7	1.2	i
CCOc1ccc(NC(=O)CN(C)C(=O)c2ccc(COc3ccccc3)cc2)cc1OCC	28	1	-0.4	0.0	1	-0.5	-0.1	-2.3	-0.8
COc1ccc(C2C(C(=O)c3ccco3)=C(O)C(=O)N2CC2CCCO2)c(OC)c1 (stereo unspecified)	1	0	-1.3	2.9	6	-0.1	-0.5	-1.1	-3.1
COc1cccc(CN2CCC(n3nccc3NC(=O)CCCc3ccccc3)CC2)c1	18	0	-0.2	-0.8	4	1.7	-1.7	1.5	-0.4
Cc1c(C(C)C)c(=O)n(-c2ccc(S(=O)(=O)N3CCOCC3)cc2)n1C	2	3	-1.0	-0.1	0	·	-0.9	-2.5	2.6
CN(C)S(=O)(=O)c1cccc(N=C2SCCN2Cc2ccccc2)c1	-12	1	-3.0	0.8	-6	-1.0	1.4	2.1	-0.1
COc1ccc(NS(=O)(=O)c2cccc(C(=O)N3CCCCCC3)c2)cc1	8	-1	-1.2	1.4	3	1.4	-0.1	3.0	i
COc1ccc(S(=O)(=O)N(C)CC(=O)NCCc2ccccc2)cc1OC	0	1	·	-0.8	-14	-1.1	1.1	-0.8	i
CCN(C(=O)COC(=O)CNS(=O)(=O)c1ccc2ccccc2c1)C1CCCCC1	31	-3	0.2	1.6	-2	·	-0.1	0.6	2.9
CC(Cl)C(=O)c1c(N)n(C)c(=O)n(C)c1=O (stereo unspecified)	2	3	-1.4	0.4	6	·	-0.2	1.2	-0.1
COc1ccccc1S(=O)(=O)N1CCN(S(=O)(=O)c2ccccc2C#N)CC1	-8	-1	0.6	-9.3	10	-2.5	-0.3	-0.1	i
O=C(COc1cc(Cl)c(Cl)cc1Cl)Nc1cccc(O)c1	8	3	-1.1	2.4	10	·	-1.0	-4.2	i
COc1ccc(C(CNC(=O)COc2ccccc2OC)N(C)C)cc1OC (stereo unspecified)	1	-1	-1.5	·	11	-1.2	-1.2	0.2	-2.8
Cn1nc(-c2ccccc2)c(C(=O)Nc2ccc(C(F)(F)F)cc2)c1Cl	-3	3	-0.2	·	8	-0.9	0.9	-1.3	-0.4
Cc1nn(-c2ccccc2)c(N2CCCC2)c1/C=N/NC(=S)Nc1ccc(F)cc1	-5	2	-1.7	1.4	19	-2.8	-1.9	-0.8	i
CC(NS(=O)(=O)c1ccc(Br)cc1)C(=O)NCc1ccc2c(c1)OCO2 (stereo unspecified)	-12	4	-1.5	1.4	-3	·	0.0	2.7	-0.4
COCCCN1C(=O)C(=O)/C(=C(/O)c2ccc(OC(C)C)cc2)C1c1cccnc1 (stereo unspecified)	1	2	-0.5	·	25	-1.9	-0.3	0.4	-0.6
COc1ccc(-c2nnc(SCC(=O)Nc3ccc(C)cc3)n2C)cc1	7	1	-3.2	·	-6	-0.3	0.3	1.4	-1.8
O=C1Nc2ccc(Br)cc2C(c2ccc(Cl)cc2)=NC1O (stereo unspecified)	-2	-1	-4.2	1.6	-1	-1.1	-0.9	-2.7	-1.6
O=C(NCCCCc1ccccc1)c1cccc(NC(=O)C2CC2)c1	19	0	1.3	0.9	5	0.6	-0.1	·	-0.8
COc1cc(-c2nnc(SCC(=O)Nc3cc(C)on3)n2C)cc(OC)c1O	-6	-2	-1.8	·	-5	3.7	0.2	0.0	-1.5
O=S(=O)(c1ccc2ccccc2c1)N1CCc2ccccc21	28	-1	-3.8	-0.2	-7	-1.4	-0.2	1.6	-0.6
Cc1ccc(C(=O)COC(=O)CNC(=O)c2ccc(N3C(=O)c4ccccc4C3=O)cc2)cc1C	?	-1	-0.6	1.0	9	·	0.7	0.8	-0.2
COc1cccc(C(=O)Nc2ccc3[nH]ncc3c2)c1OC	0	3	-0.5	1.1	4	0.8	-1.1	5.8	i

Compound activity: PubChem BioAssay, several laboratories
